Screening data (PubChem BioAssay)
Scp-1 inhibitor: Scp-1 phosphatase inhibitors, primary screen, biochemical, colorimetric, uHTS; Carboxy-terminal domain RNA polymerase II polypeptide A small phosphatase 1 (Homo …; Recombinant Scp1, phosphopeptide, malachite green phosphate absorbance; inhibition, % at 20 µM; hit rate 0.88% among 340,000;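 active means inhibition above about 50% at 20 µM, limit read from the data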;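 further: plate controls were DMSO wells with enzyme for no effect and wells lacking enzyme for full effect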
Target sequence (Q9GZU7 76-261 limits assumed): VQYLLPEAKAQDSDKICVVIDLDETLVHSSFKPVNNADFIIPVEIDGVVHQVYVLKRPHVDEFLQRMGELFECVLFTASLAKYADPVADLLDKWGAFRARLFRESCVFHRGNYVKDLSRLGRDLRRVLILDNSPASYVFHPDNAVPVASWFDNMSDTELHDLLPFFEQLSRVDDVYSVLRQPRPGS
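System: SCP-1 catalytic domain; Reagent: Phospho 17-mer peptide substrate; Doses: one concentration, 20 µM, with 1.0% DMSO; Incubation: 45 min room-temperature reaction, 5 min colour, 30 min stabiliser; Signal: Phosphate-binding colour reagent, absorbance read at 630 nm.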
Rpn11 inh: Rpn11 (PSMD14) deubiquitinase inhibitors, primary screen, biochemical, fluorescence polarization, uHTS. 26S proteasome non-ATPase regulatory subunit 14 (Homo sapiens), O00487. human 26S proteasome, Ub4-pepOG fluorescence polarization; 20S core pre-blocked with epoxomicin. calls only at 20 µM. hit rate 0.59% among 360,000. AID 588493, 2011;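 active means inhibition at 20 µM, scaled to each plate's controls, above about 33%, limit read from the data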
CendR NRP1 mod: modulators of CendR peptide binding to NRP-1, primary screen, biochemical, fluorescence polarization, uHTS; Neuropilin-1 (Homo sapiens), O14786; FAM-RPARPAR peptide binding to NRP-1; inhibition, % at 25 µM; hit rate 0.85% among 360,000; AID 602438, 2012;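 active means inhibition or corrected inhibition above about 18%, plus a signal ratio from 0.5 to 1.5, limit read from the data, passing the limit was not always enough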; further: strong numbers were not always called active
NadD block: inhibitors of S. aureus NadD, primary screen, biochemical, colorimetric, uHTS. purified NadD enzyme, colorimetric absorbance read-out. inhibition, % at 20 µM. hit rate 0.78% among 360,000; in the data active means inhibition above about 26%; further: some compounds past the cut are filed as inactive
SKN-1 inh: suppressors of acrylamide-induced Pgst-4::GFP reporter in worms, primary screen, SKN-1 inhibitor project, whole organism, uHTS, GFP/RFP fluorescence ratio, strain VP596 | AID 624304, 2012 | inhibition, % at 21.8 µM | hit rate 0.49% among 360,000 | C. elegans VP596 Pgst-4::GFP/RFP ratio, 24 h;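 active means interference check ratio from 0.5 to 1.5 plus GFP to RFP signal ratio inhibition reaching or exceeding a fixed threshold, cut at about 30% in these data, passing the limit was not always enough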; further: some compounds called inactive have numbers as strong as hits
MT1-MMP act inh: blockers of MT1-MMP proenzyme processing, primary screen, HT1080 RFP-PRO-GFP cells, GFP/RFP fluorescence; Matrix metalloproteinase-14 (Homo sapiens), P50281; GFP/RFP ratio fluorescence, overnight; percent of plate control window, DMSO zero; GFP/RFP ratio change, % at 20 µM; hit rate 0.061% among 360,000;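 active means GFP/RFP ratio change of at least 30% with cell ATP level not reduced by more than half and red fluorescence within 50% of control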; further: strong numbers were not always called active
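Assay system: HT1080 cells carrying an RFP-PRO-GFP reporter | Dosing: Single dose of 20 µM compound, 1% DMSO final | Incubation: Cells overnight before dosing, compound overnight, 37 °C, 5% CO2 | Evaluation: GFP/RFP fluorescence ratio | Control set: DMSO and RFP-L50D-GFP cell wells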
LMPTP block: LMPTP phosphatase inhibitors, primary screen, biochemical, fluorescence intensity, uHTS; Low molecular weight phosphotyrosine protein phosphatase (Homo sapiens), P24666; recombinant LMPTP-A, OMFP fluorogenic substrate; inhibition, % at 20 µM; hit rate 0.22% among 360,000; AID 651560, 2012;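 active means compounds that cut the enzyme signal by at least half of the control window in the single-dose screen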;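 further: plate controls were DMSO wells with enzyme plus substrate for no effect and substrate without enzyme for full effect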
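Assay system: LMPTP-A enzyme. Input: 0.625 nM LMPTP-A final. Probe or stimulus: 400 µM OMFP. Compound dosing: single 20 µM dose. Schedule: 50 min dark incubation at room temperature. Detection: fluorescence intensity of OMFP turnover product. Read-out: percent inhibition versus substrate-only and uninhibited controls. Benchmarks: no-enzyme low control, uninhibited high control.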
STEP block: STEP phosphatase inhibitors, primary screen, biochemical, fluorescence intensity, uHTS; inhibition, % at 20 µM; recombinant STEP, OMFP fluorogenic substrate; AID 588621, 2011; Tyrosine-protein phosphatase non-receptor type 5 (Homo sapiens), P54829; hit rate 0.25% among 360,000;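 active means inhibition at 20 µM, scaled per plate between control wells, above about 37%, limit read from the data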;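 further: 0% = DMSO with enzyme and substrate and 100% = substrate only without enzyme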
Target sequence (P54829 whole entry, looked up): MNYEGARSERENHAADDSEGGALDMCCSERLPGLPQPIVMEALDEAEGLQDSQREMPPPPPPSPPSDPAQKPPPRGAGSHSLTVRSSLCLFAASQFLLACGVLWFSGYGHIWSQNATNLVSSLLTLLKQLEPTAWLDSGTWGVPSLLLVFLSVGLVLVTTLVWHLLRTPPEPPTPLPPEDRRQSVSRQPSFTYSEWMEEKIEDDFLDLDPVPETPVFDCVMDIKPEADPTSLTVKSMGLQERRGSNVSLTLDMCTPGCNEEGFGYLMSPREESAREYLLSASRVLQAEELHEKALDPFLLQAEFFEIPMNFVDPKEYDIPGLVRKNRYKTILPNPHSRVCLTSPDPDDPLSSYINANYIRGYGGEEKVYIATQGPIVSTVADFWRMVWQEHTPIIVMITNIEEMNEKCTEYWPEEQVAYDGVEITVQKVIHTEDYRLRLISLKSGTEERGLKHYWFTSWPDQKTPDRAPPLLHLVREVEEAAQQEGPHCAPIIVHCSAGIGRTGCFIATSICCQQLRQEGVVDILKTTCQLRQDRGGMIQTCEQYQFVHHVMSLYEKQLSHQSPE
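Assay system: isolated STEP enzyme. Buffer or medium: pH 6.0 Bis-Tris with DTT and Tween 20. Also added: fluorogenic phosphatase substrate OMFP at 25 µM final. Dosing: 20 µM, 1% DMSO. Timing: 20 min reaction, room temperature, in the dark. Measured by: fluorescence intensity, excitation 480 nm, emission 540 nm. Evaluation: normalized % inhibition.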
DNMT1 inh: human DNMT1 methyltransferase inhibitors, primary screen, biochemical, molecular beacon, fluorescence, HinP1I cleavage, uHTS; hit rate 0.83% among 360,000; inhibition (reported as % activation of signal), % at 10 µM; AID 588458, 2011; in the data active means inhibition above about 50%
SUMO1 PPI mod: modulators of SUMO1 protein-protein interactions, primary screen, biochemical, uHTS; Small ubiquitin-related modifier 1 (Homo sapiens), P63165; SUMO1 binding to a labelled peptide, TR-FRET, 1 h; inhibition, % at 20 µM; hit rate 0.33% among 360,000; in the data active means inhibition above about 37%
Target sequence (P63165 whole entry, looked up): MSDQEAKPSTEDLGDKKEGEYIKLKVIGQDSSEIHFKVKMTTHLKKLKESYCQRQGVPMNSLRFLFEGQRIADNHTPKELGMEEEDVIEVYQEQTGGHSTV
Numbers without * were called inactive; i = inactive; . = not tested or not shown.

#	SMILES	STEP block	Scp-1 inhibitor	Rpn11 inh	CendR NRP1 mod	NadD block	MT1-MMP act inh	SKN-1 inh	SUMO1 PPI mod	LMPTP block	DNMT1 inh
1	COc1cccc(CN(C)S(=O)(=O)c2c(C)noc2C)c1OC	-1	-4	i	-4	-8	3	-4	0	0.2	1
2	CCOC(=O)C1(CC2CCCCO2)CCN(C(=O)Nc2ccc3c(c2)OCO3)CC1 (stereo not drawn)	2	-6	i	14	-6	0	-3	-3	2.4	-1
3	Cc1cnc(C(=O)OCC(=O)Nc2ccc(Br)cc2F)cn1	-3	-6	i	-5	-4	0	6	-1	-1.3	2
4	Cc1ccc(NC(=O)CN(C)C(=S)NC2CC2)cc1	0	-5	i	1	-3	-1	14	2	-0.3	3
5	COCCNS(=O)(=O)c1cc(OC)c(C)cc1C	0	-3	i	6	3	1	11	1	-0.3	1
6	CN(C)CCCN(Cc1cc2cc3c(cc2[nH]c1=O)OCO3)C(=S)Nc1ccccc1	2	-3	i	1	-9	-13	-2	2	0.3	7
7	CN(CC(=O)Nc1ccccc1Br)C(=O)c1cc2c(s1)CCCCC2	0	-4	i	-4	-4	6	7	2	0.1	-2
8	CN1CCN(c2ccc(-c3cccc(NC(=O)COc4ccc(Cl)cc4Cl)c3)nn2)CC1	4	.	i	-7	1	7	-4	-52	-1.5	5
9	CN(C)c1ncnc2c1ncn2C1CCCCO1 (stereo not drawn)	-2	-4	i	4	-1	-2	10	6	0.0	1
10	COc1ccc(C(=O)NCCc2nnc(SCC(=O)Nc3ccccc3C(C)C)n2C)cc1	2	0	i	11	-3	4	-19	2	-0.8	-4
11	O=C(Cn1c(=O)oc2ccccc21)N1CCN(S(=O)(=O)c2ccccc2)CC1	1	4	i	-24	3	-3	26	-2	-0.2	0
12	CCOC(=O)C1CCN(C(=O)c2ccccc2)c2scc(-c3ccccc3)c2C1=O (stereo not drawn)	3	.	i	8	-10	1	-20	3	1.4	-4
13	O=C(O)CCCNS(=O)(=O)c1ccc(NCc2ccccc2)c(C(=O)O)c1	3	1	i	-7	3	14	9	2	-2.5	3
14	Cc1cc(NC(=O)c2ccc(S(=O)(=O)Nc3ccccc3)cc2)no1	-1	0	i	27*	1	-3	-2	4	-0.3	3
15	Cc1cc(NC(=O)COC(=O)C2CCN(C(=O)c3ccc(Cl)cc3)CC2)no1	-1	-12	i	-3	-3	-3	-10	0	0.6	1
16	CC(C)OC(=O)CSc1nnc(CNc2ccc(Cl)cc2)n1Cc1ccccc1	-10	0	i	-5	12	1	5	0	1.2	-3
17	COc1ccc(CCNC(=O)CCS(=O)(=O)Cc2ccccc2C)cc1OC	-1	-13	i	10	-2	6	-7	1	0.5	0
18	CCN(C(=O)CSc1nc2cc(C(=O)OC)ccc2c(=O)n1Cc1ccco1)c1cccc(C)c1	3	2	i	9	2	-3	-36	1	4.5	5
19	CC1CCc2c(sc3ncn4c(SCC(=O)NCc5ccco5)nnc4c23)C1 (stereo not drawn)	-1	4	i	-1	1	5	-4	2	-0.5	0
20	CN(CCOc1ccccc1)C(=O)c1ccc2c(=O)n3c(nc2c1)CCC3	-1	1	i	11	1	2	1	2	0.2	0

A draw from above in order of heavy-atom count, largest number first:
#	SMILES	STEP block	Scp-1 inhibitor	Rpn11 inh	CendR NRP1 mod	NadD block	MT1-MMP act inh	SKN-1 inh	SUMO1 PPI mod	LMPTP block	DNMT1 inh
18	CCN(C(=O)CSc1nc2cc(C(=O)OC)ccc2c(=O)n1Cc1ccco1)c1cccc(C)c1	3	2	i	9	2	-3	-36	1	4.5	5
4	Cc1ccc(NC(=O)CN(C)C(=S)NC2CC2)cc1	0	-5	i	1	-3	-1	14	2	-0.3	3
5	COCCNS(=O)(=O)c1cc(OC)c(C)cc1C	0	-3	i	6	3	1	11	1	-0.3	1

Next section
#	SMILES	STEP block	Scp-1 inhibitor	Rpn11 inh	CendR NRP1 mod	NadD block	MT1-MMP act inh	SKN-1 inh	SUMO1 PPI mod	LMPTP block	DNMT1 inh
21	COc1ccc(C2=NN(C(=O)COc3ncnc4ccccc34)C(c3ccco3)C2)cc1 (stereo not drawn)	2	3	i	-1	7	0	2	0	2.2	-2
22	COc1cc2c(cc1NC(=O)C(C)OC(=O)C1CC(=O)N(Cc3ccco3)C1)oc1ccccc12 (stereo not drawn)	-10	-13	i	-3	-12	2	-2	3	0.0	-4
23	CCSc1ncc(/C=N/Nc2ccc(Cl)cc2)n1C	1	0	i	1	0	-4	-9	-10	2.3	-14
24	Fc1ccc(C2NC(=S)NC3=C2N2CCC3CC2)cc1 (stereo not drawn)	0	-5	i	16	-3	-1	5	0	-1.1	-1
25	N#C/C(=C\c1c(N2CCC(C(N)=O)CC2)nc2ccccn2c1=O)S(=O)(=O)c1ccccc1	1	-5	i	5	-8	4	14	-9	0.0	-1
26	NNCCc1ccccc1	3	-6	i	-4	0	0	11	-2	-0.2	4
27	CC1=NNC(=O)C1CC(=O)N/N=C/C(Br)=C/c1ccccc1 (stereo not drawn)	-3	-11	i	-1	-3	4	5	-16	-0.1	-2
28	O=C1C=CC(=O)N1CCNc1ncc(C(F)(F)F)cc1Cl	7	-5	i	-3	4	-10	1	0	0.6	4
29	COc1cccc(CN2CC(C(=O)NCCCc3ccncc3)CCC2=O)c1 (stereo not drawn)	0	2	i	2	0	-6	13	3	-1.7	-1
30	COc1cccc(NS(=O)(=O)NC(=O)c2c(C)[nH]c3ccccc23)c1	0	-5	i	-1	-11	0	7	1	-1.4	-2
31	O=C(CC1Oc2ccccc2NC1=O)NCCCN1CCOCC1 (stereo not drawn)	-2	-6	i	-6	-1	-2	-11	3	-2.2	-2
32	COc1ccc(CC(=O)NC(C)(C)C)cc1S(=O)(=O)N1CCOCC1	1	0	i	4	-3	1	3	1	-2.0	1
33	O=C1CCc2cc(S(=O)(=O)NCc3ccc(F)cc3)cc3c2N1CC3	0	-3	i	2	-1	-1	-11	0	0.2	3
34	CCn1c(SCC(=O)NC(=O)NCc2ccco2)nnc1-c1cccs1	-1	43	i	8	1	-1	6	10	8.5	14
35	O=C(Cn1cnc2c(OCc3ccccc3)ncnc21)NCc1nc2ccccc2[nH]1	1	7	i	0	-6	-1	-2	2	-1.2	5
36	C/C(=N\NC(N)=S)c1ccc(-n2ccnc2)cc1	6	-7	i	3	-3	0	-2	-5	0.2	0
37	CC(=O)c1sc(Nc2ccc(Oc3ccccc3)cc2)nc1C	-1	.	i	11	-8	0	-1	-14	2.7	-3
38	COc1ccc(-c2cc(-c3ccccc3)nc(SCC(=O)Nc3ncc(C)s3)c2C#N)cc1	2	-8	i	-2	34*	-12	18	-22	1.3	1
39	O=C(Cc1ccccc1)NCC(=O)N/N=C/c1ccc(C(=O)O)cc1	3	-2	i	-6	3	-2	-12	0	-0.3	1
40	CC(C)(C)C(=O)CN1CCN(C2c3ccccc3-c3ccccc32)CC1	1	6	i	-74	-8	-4	-4	-4	0.0	-1

#	SMILES	STEP block	Scp-1 inhibitor	Rpn11 inh	CendR NRP1 mod	NadD block	MT1-MMP act inh	SKN-1 inh	SUMO1 PPI mod	LMPTP block	DNMT1 inh
41	COc1cc(/C=N/S(=O)(=O)CCc2ccccc2)cc(OC)c1O	0	-6	i	39*	0	5	-4	-10	-1.3	6
42	Cc1oc2cc(O)ccc2c(=O)c1Oc1ccccc1	-3	-12	i	-20	-6	6	-11	2	-1.2	1
43	CC1(C)CC(=O)C2=C(C1)N(c1ccccc1)C(=O)C2(O)C(F)(F)F (stereo not drawn)	-2	-4	i	17	-4	-2	3	0	-0.9	3
44	COC(=O)c1cccc(COC(=O)c2ccc(CS(=O)(=O)c3ccc(C)cc3)cc2)c1	2	-11	i	-10	11	-1	-4	1	3.9	13
45	O=C(NCC(c1cccnc1)N1CCN(c2ccccc2)CC1)c1ccco1 (stereo not drawn)	-4	-9	i	2	-2	6	-1	-1	-0.8	-2
46	CCOC(=O)N1CCN(C(=O)COC(=O)C2CCN(S(=O)(=O)c3ccc(C)c(C)c3)CC2)CC1	-3	1	i	4	-1	0	-10	-5	0.8	0
47	NC(=O)C1(N2CCCCC2)CCN(C(=O)CSc2nc(C(F)(F)F)cc(=O)[nH]2)CC1	-1	4	i	0	5	-1	-26	-4	-2.6	2
48	COC(=O)CC1C(=O)NCCN1C(=O)c1oc2c(C)c(C)ccc2c1C (stereo not drawn)	2	.	i	-13	-5	0	-1	5	-2.2	10
49	Fc1ccc(-c2nc3c(-c4ccc(F)cc4)cnn3cc2CCN2CCOCC2)cc1	-3	0	i	8	-7	0	-6	-10	-0.8	4
50	CN1C(=O)Cn2c1nc1ccccc12	0	-3	i	6	-1	1	0	1	-1.2	1
